High-throughput results as filed in PubChem BioAssay.
N370S GC: N370S glucocerebrosidase modulation, Gaucher chaperone candidate; Potency, µM (top dose mostly 59.4 µM), inactives show at the top dose activity change, negative = inhibition, hits mostly inhibitors; N370S GC spleen homogenate, 4MU-glucoside fluorescence; hit rate 0.092% among 330,000; P04062;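 also: 0% = full enzyme activity and -100% = no enzyme basal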
TDP1 inh: blocks human tyrosyl-DNA phosphodiesterase 1; Q9NUW8; recombinant TDP1, AlphaScreen DNA substrate cleavage; Potency, µM (top dose mostly 130 µM), without a hit: at the top dose activity change, negative = inhibition, actives largely listed as inhibitors; hit rate 0.28% among 350,000; also: nearly all actives have a fitted effect of over 40% in size
Target sequence (Q9NUW8 whole entry, looked up): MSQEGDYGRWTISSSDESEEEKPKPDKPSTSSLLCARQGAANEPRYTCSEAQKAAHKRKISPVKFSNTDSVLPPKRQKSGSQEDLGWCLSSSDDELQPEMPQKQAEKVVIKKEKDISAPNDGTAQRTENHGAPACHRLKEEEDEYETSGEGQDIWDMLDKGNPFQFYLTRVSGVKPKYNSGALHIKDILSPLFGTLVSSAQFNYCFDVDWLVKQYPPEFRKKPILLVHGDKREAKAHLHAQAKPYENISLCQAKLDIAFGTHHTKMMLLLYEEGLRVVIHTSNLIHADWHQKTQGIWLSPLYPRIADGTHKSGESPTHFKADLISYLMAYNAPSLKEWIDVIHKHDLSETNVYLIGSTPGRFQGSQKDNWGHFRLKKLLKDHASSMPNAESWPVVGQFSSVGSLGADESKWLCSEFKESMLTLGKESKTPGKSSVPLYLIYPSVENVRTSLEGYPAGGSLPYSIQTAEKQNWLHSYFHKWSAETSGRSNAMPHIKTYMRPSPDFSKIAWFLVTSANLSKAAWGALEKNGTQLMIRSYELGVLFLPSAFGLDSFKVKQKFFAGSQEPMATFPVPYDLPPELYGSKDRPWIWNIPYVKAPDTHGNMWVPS
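Steps: enzyme plus compound, 15 min RT; add biotin/phosphotyrosine-FITC oligonucleotide (15 nM final), react 5 min; add donor/acceptor beads (10 ug/ml final), 10 min; read AlphaScreen. Tdp1 at 1 nM final.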
TDP1 cell noCPT: qHTS for Inhibitors of human tyrosyl-DNA phosphodiesterase 1 (TDP1): qHTS in cells in absence of CPT; DT40 Tdp1-/- hTDP1 cells, no CPT, ATP luminescence, 48 h; Potency, µM (titrated, usually from 46.2 µM), for inactives: at the top dose activity change, negative = growth inhibition, most hits filed as inhibitors; hit rate 15% among 420,000; also: nearly all actives have a fitted effect of over 55% in size
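DT40 Tdp1-/-;hTDP1 cells, no CPT (DMSO vehicle only), 400 cells/well; compounds pin-transferred; ≥48 hr, 37 °C; CellTiter-Glo 30 min RT dark, luminescence read.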
The depositor's hits bear a star; u = inconclusive; x = no result given; & = joins results of further samples; [ ] = dose if it differs, or a comment. Calls follow the shape of the dose curve; as a rule, active = well fitted curve in the direction sought with a large enough effect; inconclusive = small, poorly fitted or top-dose-only effect, or another doubt; inactive = no such curve, though single readings can be large; an effect the other way counts as inactive or inconclusive. Unless noted, % is scaled to controls: 0 for no effect and ±100 for the full control effect; potency is read from the fitted curve at half-maximal effect. A portion of the library. The share of hits here may be higher or lower than overall.

SMILES	N370S GC	TDP1 inh	TDP1 cell noCPT
CN(C1CCCCC1)S(=O)(=O)c1ccc2c(c1)c(=O)c(C(=O)N1CCN(c3ccc(F)cc3)CC1)cn2C	x	0%	-10%
CN1CC[C@@]23c4ccccc4N[C@H]1[C@]21CCN(C)[C@@H]3Nc2ccccc21	1%[21.6 µM]	3%[56.1 µM]	x
CS(=O)(=O)N(CC(=O)NC1CCCC1)c1ccc2c(c1)OCCO2	-6%	-4%	-10%
CCCC(=O)Nc1cc(-c2nnc(OC)c3ccccc23)ccc1N1CCCCC1	-14%	6%	x
CC1(C)CC(=O)CC2(C1)NCC(c1ccccc1)c1c2[nH]c2ccccc12 (stereo not drawn)	9%	0%	u
CSC(=NCc1ccc(F)cc1)NS(=O)(=O)c1cccs1	2%	-3%	-29%
O=C(CSc1nncs1)Nc1ccc(Cl)cn1	-1%	3%	-14%
CCC(C)c1ccc(OCC(=O)O)cc1 (stereo not drawn)	-1%	7%	-21%
O=C(NCc1cccnc1)c1ccc(S(=O)(=O)Nc2ccccc2)cc1	-4%	-3%	-15%
COc1ccc(NC(=O)N2CC[C@@]3(CCCN(C(=O)c4cnccn4)C3)C2)cc1	23%	x	-14%
Cc1ccc(-n2c(SCC(=O)NCCN3C(=O)CSC3=O)nnc2-c2ccccc2)cc1	-6%	3%	0%
Cc1ccc(OCC(=O)N/N=C\c2ccc(-c3cccc(C(=O)O)c3)o2)c(C)c1	11%	-2%	-19%
NC(=O)CC(NC(=O)Cc1ccc(Br)cc1)c1ccc(N2CCC(N3CCCCC3)CC2)c([N+](=O)[O-])c1 (stereo not drawn)	2%	x	-8%
CC1CCN(C(=O)Cn2c3ccccc3c3nc4n(c(=O)c32)CCS4)CC1	5%	0%	u
Cc1ccc(NC(=O)Cn2nnc(-c3ccccc3-n3cnnn3)n2)c(C)c1	-9%	0%	u
O=C(CSc1nc2ncc(Cl)cc2[nH]1)N1CCC(Cc2ccccc2)CC1	x	-3%	-8%
OCCNc1ncnc2oc(-c3ccco3)c(-c3ccco3)c12	x	0%	20µM*
COc1ccc(OC)c(-c2noc(CSc3nnc(-c4ccccc4)n3-c3ccccc3)n2)c1	x	5%	5.2µM*
Cc1ccc(N(Cc2ccccc2)C(=O)c2cc(S(=O)(=O)N3CCOCC3)ccc2Cl)cc1	-1%	3%[0.505 µM]	7.3µM*
CC1(C)Oc2ccc3ccc(=O)oc3c2[C@@H](O)[C@@H]1O	x	1%	u
CCOC(=O)c1[nH]c(C)c(/C(O)=C2\C(=O)C(=O)N(CCCN3CCOCC3)C2c2cccs2)c1C (stereo not drawn)	-12%	7%	-11%
CCCc1cc(C(=O)Nc2cc(C)on2)no1	-1%	1%	5%
Cc1ccc(NC(=O)C2CCCN2S(=O)(=O)c2ccc3c(c2)CCCC(=O)N3)cc1C (stereo not drawn)	x	-5%	21µM*
CCNC(=S)Nc1ccc(N(c2ccccc2)C(C)C)cc1	-3%	2%	21µM*
CCN(Cc1ccccc1)C(=O)CN1C(=O)COc2ccc(S(=O)(=O)N(CC)CC)cc21	x	2%	u

Further compounds follow:
SMILES	N370S GC	TDP1 inh	TDP1 cell noCPT
COC(=O)CNC(=O)c1ccc(F)cc1	-3%	6%	4%
C=CCn1c(SCc2ccc(C#N)cc2)nnc1-c1cccc(Cl)c1	6%	-2%	u
COC(=O)NC(=C(Cl)Cl)S(=O)(=O)c1ccccc1	-4%	3%	10µM*
O=C(Nc1ccccc1N1CCCC1)C1=COCCO1	x	4%	5%
c1ccc(COc2ccc(OCCCCN3CCCCC3)cc2)cc1	-15%	4%	21µM*
Cn1c(=O)[nH]c(=O)c2c1nc(SCCO)n2CCCc1ccccc1	-12%	7%	-1%
COc1ccc(NC(=S)N2CCC(Cc3ccccc3)CC2)cc1	-5%	5%	5.2µM*
Cc1nc2ccc(NC(=O)c3ccc(C)c(S(=O)(=O)N4CCOCC4)c3)cc2s1	x	1%	u
O=Cc1nc(-c2ccc(Cl)cc2)n2ccccc12	8%	-3%	-17%
CCN(C(=O)CN1C(=O)S/C(=C\c2ccccc2OC)C1=O)C1CCS(=O)(=O)C1 (stereo not drawn)	-21%	2%	8%
COCCN(CCOC)C(=S)Nc1cc(S(=O)(=O)N(C)C)ccc1C	4%	1%	-16%
CCN1CCN(Cc2ccc(NC(=O)c3ccc(C)c(NC(=O)C(=O)c4c[nH]c5ccccc45)c3)cc2C(F)(F)F)CC1	u	8%	2.6µM*
Cc1noc(C)c1S(=O)(=O)N(C)C[C@H]1Oc2c(NC(=O)Nc3ccc4c(c3)OCO4)cccc2C(=O)N([C@H](C)CO)C[C@@H]1C	x	0%	-22%
CC12CC(NC(=O)N1CCc1ccccc1)c1ccccc1O2 (stereo not drawn)	8%	9%	u
CCNc1oc(-c2ccccc2F)nc1S(=O)(=O)c1ccccc1	4%	3%	-10%
COC(=O)Cn1c2c(c3cc(C)ccc31)CCCC2NC(C)c1ccccc1 (stereo not drawn)	3%	7%	0%
COc1ccc(OC)c(CCNC(=O)CCCn2c(=O)c3cccn3c3cccnc32)c1	x	0%	21µM*
Cn1cc(C(=O)O)c(=O)c2cc(S(=O)(=O)N3CCCCC3)ccc21	x	13%	u
C1=C(CCNc2ncnc3nc[nH]c23)CCCC1	11%	3%	15µM*
O=C(Nc1ccc(Cl)cn1)c1cnn2cccnc12	10%	2%	-23%
CCCOc1ccccc1C1CC(=O)NC(C)=C1C(=O)OCC(C)C (stereo not drawn)	4%	3%	16µM*
C=CCn1c(SCC(=O)c2c(N)n(C3CC3)c(=O)[nH]c2=O)nnc1-c1ccc(OC)cc1	-11%	0%	-4%
COc1cc(OC)c(OC)cc1/C=N/Nc1ncnc2c1[nH]c1ccc(C)cc12	-3%	x	-26%
COCCN(Cc1nc2ccccc2c(=O)[nH]1)C(=O)COc1ccccc1-c1ccccc1	u	3%	23µM*
COC(=O)c1ccccc1N/C=C1\CCc2c(c(C)nn2-c2ccccn2)C1=O	-1%	-5%	u

(more compounds)
SMILES	N370S GC	TDP1 inh	TDP1 cell noCPT
CSc1nc2ccc3nc(NC(=O)c4cccs4)sc3c2s1	-3%	x	-25%
COc1ccc(/C=N/NC(=O)c2nonc2C)cc1	5%	1%	-5%
Cc1ccc(SCc2nc3ccccc3n2CC(=O)Nc2c(C)cccc2C)cc1	5%[12.8 µM]	1%	u
Cc1cccc(Cn2c(=O)n(CC3CCC(C(=O)N4CCOCC4)CC3)c(=O)c3sccc32)c1 (stereo not drawn)	x	2%	18µM*
COc1ccc2c(c1)O[C@@H](c1cccc(C(F)(F)F)c1)[C@H](OC(=O)Nc1cc(OC)c(OC)c(OC)c1)C2=O	-3%	2%	x
O=C(CCn1ccc2ccccc21)Nc1ccc(N2CCOCC2)cc1	-5%	4%	-14%
CCC1CCCCN1CCCNC(=O)CN1C(=O)COc2ccc(S(=O)(=O)N3CCOCC3)cc21 (stereo not drawn)	-28%	1%	14%
CCC(C)Nc1oc(-c2ccc(COc3ccc(Cl)cc3)o2)nc1C#N (stereo not drawn)	x	5%	23µM*
Cc1ccc(OCCNC(=O)c2ccccc2SCC(=O)N2CCCC2)cc1	u	2%	u
Cn1cnc2c1c(=O)n(Cc1ccccc1)c(=O)n2C	4%	2%	-1%
Cc1cccc(Nc2ncccc2C(=O)O)c1C	4%	3%	-8%&-19%
O=C(/C=C/c1ccc(S(=O)(=O)NCc2ccco2)cc1)NCc1cccc(Cl)c1	-15%	8%	u
COC(=O)c1c(SCC(=O)Nc2ccccc2C(F)(F)F)[nH]c2ccc(Cl)cc2c1=O	x	3%	29µM*
CCNC(=O)CN1C(=O)NC(Cc2ccccc2)(Cc2ccccc2)C1=O	6%	3%	0%
COC(=O)C1=C(C)N(Cc2ccccc2)C(=NCCc2c[nH]c3ccccc23)N[C@H]1c1cccc(F)c1	x	7%	2.6µM*
O=C(Nc1nc2ccccc2s1)c1cnccn1	2%	-1%	u
COc1ccc(CCC(=O)Nc2cc([N+](=O)[O-])ccc2OC)cc1	-5%	-5%	-25%
CCOC(=O)[C@@H]1[C@H]2COc3ccccc3[C@@H]2N2C(=O)N(c3ccc(C)cc3)C(=O)[C@@]12C	x	2%	-27%
CCOc1ccc(C(=O)NCC(=O)N2CC=C(c3ccccc3)CC2)cc1OCC	-20%	x	-6%
COc1cc(NC(=O)c2cc(-c3cccc(O)c3)on2)cc(OC)c1OC	-3%	2%	13µM*
Cc1cc(C)cc(NC(=O)CSc2nncn3c2cc2occc23)c1	x	-5%	u
COC(=O)C1=C(C)Nc2ncnn2C1c1ccco1 (stereo not drawn)	0%	-7%	1%
O=C1c2ccncc2C(=O)N1C1CCCCC1	-20%	-3%	4%
N#C/C(=C(/O)COC(=O)COc1ccc(Cl)cc1)c1nc2ccccc2[nH]1	-12%	8%	4.6µM*
COc1cc(OC)cc(-c2cc3ccccc3c(=O)o2)c1	x	0%	u
O=C1NC2(CCC3(CC2)OCCO3)NN1c1ccccc1	-1%	-8%	-5%
Cc1c(C(=O)NN)sc(-c2ccccc2)c1C#N	-3%	7%	u
CC(C)CC(c1nnnn1C(C)C)N1CCN(C(=O)c2ccco2)CC1 (stereo not drawn)	-17%	7%	4%
Cc1cc(C(=O)Nc2cc(S(C)(=O)=O)ccc2Cl)no1	-2%	-6%	-21%
C[C@H](NC(=O)c1nc[nH]c1C(=O)NCc1ccccc1)C(=O)OCc1ccccc1	20%	x	-18%

Retrieved one by one from the list above, 2 records:
SMILES	N370S GC	TDP1 inh	TDP1 cell noCPT
CCCOc1ccccc1C1CC(=O)NC(C)=C1C(=O)OCC(C)C (stereo not drawn)	4%	3%	16µM*
Cc1noc(C)c1S(=O)(=O)N(C)C[C@H]1Oc2c(NC(=O)Nc3ccc4c(c3)OCO4)cccc2C(=O)N([C@H](C)CO)C[C@@H]1C	x	0%	-22%

Grouped by structure, the entries above with a Cl atom (12)
SMILES	N370S GC	TDP1 inh	TDP1 cell noCPT
O=C(CSc1nncs1)Nc1ccc(Cl)cn1	-1%	3%	-14%
O=C(CSc1nc2ncc(Cl)cc2[nH]1)N1CCC(Cc2ccccc2)CC1	x	-3%	-8%
Cc1ccc(N(Cc2ccccc2)C(=O)c2cc(S(=O)(=O)N3CCOCC3)ccc2Cl)cc1	-1%	3%[0.505 µM]	7.3µM*
C=CCn1c(SCc2ccc(C#N)cc2)nnc1-c1cccc(Cl)c1	6%	-2%	u
COC(=O)NC(=C(Cl)Cl)S(=O)(=O)c1ccccc1	-4%	3%	10µM*
O=Cc1nc(-c2ccc(Cl)cc2)n2ccccc12	8%	-3%	-17%
O=C(Nc1ccc(Cl)cn1)c1cnn2cccnc12	10%	2%	-23%
CCC(C)Nc1oc(-c2ccc(COc3ccc(Cl)cc3)o2)nc1C#N (stereo not drawn)	x	5%	23µM*
O=C(/C=C/c1ccc(S(=O)(=O)NCc2ccco2)cc1)NCc1cccc(Cl)c1	-15%	8%	u
COC(=O)c1c(SCC(=O)Nc2ccccc2C(F)(F)F)[nH]c2ccc(Cl)cc2c1=O	x	3%	29µM*
N#C/C(=C(/O)COC(=O)COc1ccc(Cl)cc1)c1nc2ccccc2[nH]1	-12%	8%	4.6µM*
Cc1cc(C(=O)Nc2cc(S(C)(=O)=O)ccc2Cl)no1	-2%	-6%	-21%
